Compound activity: PubChem, Small Molecule Screening Facility, UW Madison
PriA SSB inh: K. pneumoniae PriA-SSBct interaction inhibition; AlphaScreen SSBct-PriA binding, biotinylated peptide; 430,000 tested, 0.6% active; AID 1272365; inhibition, % at 33 µM; in the data active means inhibition mostly above about 37%, no sharp cut-off; inactive means mostly below about 20%;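 further: plate controls were negative control peptide for no effect and reference peptide for full effect; strong numbers were not always called active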
Starred values were filed as active, the others as inactive; & = joins results of further samples. A portion of the library (hit frequency here may not be typical).

Structure,PriA SSB inh
CCCOc1ccc(-c2csc(NC(=O)Cc3ccc4c(c3)OCO4)n2)cc1,-11
O=C(NCC1CCN(C2CCCC2)CC1)c1ccccc1C(F)(F)F,4
O=S(=O)(NCCc1csc(-c2cccnc2)n1)c1ccc(Cl)cc1,-3
O=C(COc1ccccc1)NN=Cc1ccc([N+](=O)[O-])o1,2
CCOc1ccc(S(=O)(=O)ON=C2C=CC(=O)C=C2)cc1,-10
O=[N+]([O-])c1ccc(OCCOc2ccccc2C=Nn2cnnc2)cc1,-6
CCc1nnc(NC(=O)CSc2nc3c([nH]c4ccccc43)c(=O)n2-c2cccc(OC)c2)s1,4
O=C(NN=Cc1ccccc1)c1[nH]ncc1Br,7
O=C(O)CC(CC(=O)N(Cc1ccsc1)Cc1ccco1)c1cccs1 (configuration not stated),-23
COc1ccccc1OCC(=O)Nc1ccc2c(c1)N(C(=O)C1CCCC1)CC2,8
O=C(NCc1cccs1)c1ccc2c(=O)nc3c(-c4cccc(F)c4)n[nH]n3c2c1,-5
CCOC(=O)Cc1csc(C(=NO)C(N)=O)n1,-5
Cc1c(Cl)cccc1NC(=O)CCc1csc(NC(=O)c2ccc(F)cc2)n1,-26&-18
COCCN(Cc1ccoc1)S(=O)(=O)/C=C/c1ccc(C)cc1,4
O=C(NN=C/C=C/c1ccccc1[N+](=O)[O-])c1cc(-c2ccccc2)n[nH]1,30
CCOC(=O)c1sc(N=Cc2c(O)n(-c3cccc(C)c3)c(=O)[nH]c2=O)c(C#N)c1C,-12
COc1ccccc1N1CCN(CC(O)COC2CC(C)CCC2C(C)C)CC1 (configuration not stated),-3
Cc1cc(NC(=O)C2=Cc3ccccc3OC=C2)ccc1Cl,-10
C=CCn1c(=O)c2sc(N(CC)CC)nc2n(CC(=O)Nc2ccc3c(c2)OCCO3)c1=O,-5
Nc1c(C(=O)Nc2ccc(F)cc2)sc2nc3c(c(-c4cccs4)c12)CCC3,-2
CN(C(=O)Cc1csc2nc(-c3ccc(Cl)cc3)cn12)c1ccccc1,1
O=C(CC1S/C(=N\N=C2CCCCC2)NC1=O)Nc1ccc([N+](=O)[O-])cc1 (configuration not stated),16
O=C(c1cc(Br)cs1)N(CCc1cccs1)Cc1ccco1,-6
Cc1cccc(-n2c(SCC(=O)NCc3ccco3)nc3c([nH]c4ccccc43)c2=O)c1C,-12&0
CC(=O)Nc1nnc(-c2ccc3c(c2)OCO3)o1,-24
COc1ccc(C=NNc2nc3ccccc3o2)cc1O,5
COc1ccc(-c2csc(NC(=O)/C=C\C(=O)O)n2)cc1,-10
O=C(CCn1ccc(=O)[nH]c1=O)NCC#CCOc1ccc2c(c1)OCO2,2
COc1ccc(S(=O)(=O)NN=C(C)c2ccncc2)cc1,-9
CCC(=O)NCc1nc(C)cc(N(C)C)n1,-6
CSc1ccc(CC(=O)Nc2nc3c(s2)COc2ccccc2-3)cc1,20
CC(=O)N1CCCc2ccc([N+](=O)[O-])cc21,21
CC(=O)c1ccc(NC(=O)CN2CCN(Cc3nc(-c4cccs4)cs3)CC2)cc1,-2
c1csc(-c2csc(CN3CCNCC3)n2)c1,10
Cc1nc(SCc2ccccc2)[nH]c(=O)c1CC(=O)NCCc1ccc(S(N)(=O)=O)cc1,-8&5
Cc1cc(S(=O)(=O)C(CNC(=O)C2CCCCC2)c2cccs2)ccc1F (configuration not stated),2
Cn1c(=O)[nH]c(=O)c2[nH]c(CN3CCOCC3)nc21,-6
Cn1cnc(S(=O)(=O)N(Cc2ccoc2)Cc2cccs2)c1,5
O=C(O)c1cc2ccccc2c(=O)n1CCc1ccccc1,-14
CC(C)C(=O)N1CCc2ccc(NC(=O)c3cc4ccccc4oc3=O)cc2C1,-7
O=C(NCc1ccc(Cl)cc1)C(=O)NN=Cc1ccc(Br)cc1,-11
COc1ccc(C=NNC(=O)Cc2n[nH]c(=O)[nH]c2=O)cc1,-7
O=C(Nc1ccc(SCC(=O)N2CCCCC2)nn1)c1cccc(F)c1,-6
Cn1cccc1-c1cc(C(=O)NN=C/C=C/c2ccccc2)[nH]n1,9
Cc1cc(C(=O)Nc2ccc3c(c2)OCO3)n(C)n1,-16&-1
COc1ccc(C(O)=C2C(=O)C(=O)N(CCCN3CCOCC3)C2c2ccc(OC)cc2)cc1 (configuration not stated),3
Cc1cc2c(cc1C)C(=O)C(N1CCOCC1)=C(c1ccccc1)C2=O,24
CCC(=O)Nc1nnc(-c2ccc(Br)s2)o1,-1
CNC(=O)CSc1nnc2[nH]c(=O)cc(C(C)(C)C)n12,-6
O=C(c1cnccn1)N1CCC(Oc2ccc(C(F)(F)F)cn2)CC1,4

Laid out differently: 3 of the compounds above
molecule: CC(C)C(=O)N1CCc2ccc(NC(=O)c3cc4ccccc4oc3=O)cc2C1
- PriA SSB inh: -7
molecule: O=C(NCc1ccc(Cl)cc1)C(=O)NN=Cc1ccc(Br)cc1
- PriA SSB inh: -11
molecule: COc1ccc(C=NNC(=O)Cc2n[nH]c(=O)[nH]c2=O)cc1
- PriA SSB inh: -7

Further records follow.
Structure,PriA SSB inh
COc1ccc(NC(=O)CSc2ccc(F)cc2)c([N+](=O)[O-])c1,65*
COc1ccc(C2=NC3(CCN(C(=O)Nc4ccc5c(c4)OCO5)CC3)NC2=O)cc1,-2
CCn1cc(C(=O)NCc2cccnc2-c2cccs2)c(=O)c2ccc(C)nc21,-1
O=C(NCc1ccsc1)C1CCCCC1,-5
O=C(Cc1ccc(F)cc1)N1CCC(Oc2ncccc2Br)CC1,-6
CCN(CC)S(=O)(=O)c1ccc(N/N=C(/C#N)c2nc3ccccc3s2)cc1,6
CO[C@@H](CNS(=O)(=O)c1ccc(NC(C)=O)cc1C)c1ccccc1Cl,-5
COc1ccc2nc(NC(=O)/C=C/c3ccccc3)sc2c1,-8
Cn1c(=O)oc2ccc(S(=O)(=O)NCCSC3CCOCC3)cc21,2
O=S(=O)(NCC1CCN(C2CCCC2)CC1)c1ccc2c(c1)OCCO2,7
CS(=O)(=O)c1cccc2sc(N3CCN(c4nc5c(F)cccc5s4)CC3)nc12,-10
O=C(CSc1ccc(-c2ccc(-n3cccn3)cc2)nn1)Nc1ccc(F)c(Cl)c1,-7
CCOc1ccccc1NC(=O)N1CCC(Cn2ccnc2)CC1,-3
CN(C)S(=O)(=O)c1ccc(C(O)=C2C(=O)C(=O)N(CCCN3CCOCC3)C2c2ccncc2)cc1 (configuration not stated),-31
O=C(O)COc1cccnc1,-22&24
COC(=O)c1ccc(S(=O)(=O)NCC2(c3ccccc3OC)CCOCC2)cc1,6
O=C(Nc1sc2c(c1-c1nc3ccccc3s1)CCCC2)C1COc2ccccc2O1 (configuration not stated),1
COc1ccc(NC(=O)C(=O)NCCC(O)C2CC2)cc1Cl (configuration not stated),-8
O=C1C(=O)N(Cc2cccnc2)C(c2ccc(Br)cc2)C1=C(O)c1ccc2c(c1)OCCO2 (configuration not stated),-9
Cc1ccccc1Cn1cccc(C(=O)Nc2cccc(Br)c2)c1=O,-1
CCCc1n[nH]c2c1C(=NOCC)CC(C)(C)C2,-10
COc1cc(NC(=O)c2ccccc2C(=O)O)c(OC)cc1Cl,16
Cc1ccc(C)c(N2CC(O)(c3cccs3)[N+]3=C2CCCCC3)c1 (configuration not stated),12
O=C(O)c1ccc2c3c(cccc13)C(=O)N(c1ccc(N=Nc3ccccc3)cc1)C2=O,5
Cc1ccsc1C1C2=C(CCCC2=O)Nc2c1c(=O)n(C)c(=O)n2C (configuration not stated),4

Reprinted at random: four compounds from above.
Structure,PriA SSB inh
COC(=O)c1ccc(S(=O)(=O)NCC2(c3ccccc3OC)CCOCC2)cc1,6
CCN(CC)S(=O)(=O)c1ccc(N/N=C(/C#N)c2nc3ccccc3s2)cc1,6
O=C1C(=O)N(Cc2cccnc2)C(c2ccc(Br)cc2)C1=C(O)c1ccc2c(c1)OCCO2 (configuration not stated),-9
Cc1ccsc1C1C2=C(CCCC2=O)Nc2c1c(=O)n(C)c(=O)n2C (configuration not stated),4

Next results
Structure,PriA SSB inh
CCOc1ccc(-c2noc(CCn3c(=O)[nH]c4ccccc4c3=O)n2)cc1OC,-10&2
COCCN1CCC(CNS(=O)(=O)c2ccc(C)cc2)CC1,-20
COCC1CCCN(CC(=O)NCc2ccc(C)cc2)C1 (configuration not stated),6
CC(C)=CC(=O)Nc1ccc(I)cc1,-19
COc1cccc2cc(C(=O)Nc3nnc(-c4ccc(Cl)cc4Cl)o3)oc12,-7
O=[N+]([O-])c1ccc(O)c(C=NNC2=NS(=O)(=O)c3ccccc32)c1,51*
Cc1cc(C)n(-c2cc(NC(=O)Cn3cncn3)ncn2)n1,6
COc1ccccc1OCC(=O)NCC1CCN(Cc2ccccc2)CC1,-12
Cc1cc(C)c(S(=O)(=O)N2CCN(C(=O)c3ccccc3Cl)CC2)c(C)c1,-4
CCS(=O)(=O)Nc1ccc(C2=NN(C(=O)c3cccs3)C(c3ccc(Cl)o3)C2)cc1 (configuration not stated),-8
O=c1ccc(-c2cccs2)nn1CCCNS(=O)(=O)c1ccccc1F,0
CCOC(=O)N1CCC(NC(=O)c2cn(CC(O)c3ccccc3F)nn2)CC1 (configuration not stated),7
Cc1c(C(=O)CSc2ncn[nH]2)c2ccccc2n1C,-2
CCOCCn1ccc2c(OCC(=O)Nc3cc(C)on3)cccc2c1=O,8
Cc1cc(NC(=O)C2CCCN2S(=O)(=O)c2ccc(Cl)s2)n(C(C)C)n1 (configuration not stated),-6
O=C(NN=Cc1ccncc1)/C(=C/c1ccccc1)NC(=O)c1ccccc1,1
Cc1noc(Cc2ccccc2NC(=O)[C@@H]2CC=CCC2)n1,-15
CC(C)(C)NCC(=O)NN=Cc1ccc(OCc2ccccc2)cc1,0
O=C(N[C@H](c1cccnc1)C1CCOCC1)c1cc(-c2ccc(F)cc2)n[nH]1,-20
O=C(O)c1cc(-c2ccc(C=NNc3ccc([N+](=O)[O-])cn3)o2)ccc1Cl,-9
O=C(CSc1nc(CC(=O)NC2CC2)cc(=O)[nH]1)NCc1ccccc1Cl,-4
O=C1CN(C(=O)c2cccc3ccccc23)[C@@H](c2ccccc2)c2cc(Br)ccc2N1,-7
COc1ccccc1CNC(=O)Cc1csc(NC(=O)C2CC2)n1,-16
O=C(NCC1CCN(c2cnccn2)CC1)c1ccc(Br)o1,-11
Cc1cc(Nc2ccc(S(N)(=O)=O)cc2)c2ccc(C(F)(F)F)cc2n1,-16
Cc1cc(C)n(N=Cc2ccc(O)cc2)c(=O)c1C#N,6
Cn1cccc1C(CNC(=O)C1CCN(S(C)(=O)=O)CC1)N1CCc2ccccc2C1 (configuration not stated),-9
Cn1c(CNC(=O)c2ccc([N+](=O)[O-])cc2)nnc1SCC(=O)N1N=C(c2ccc(Br)cc2)CC1c1ccc(F)cc1 (configuration not stated),7
COc1cc(C(=O)NCCc2c[nH]c3ccccc23)on1,25
c1cnc2c(c1)oc1cccnc12,24
CCOC(=O)c1ccccc1NC(=O)/C=C1/Nc2ccccc2NC1=O,11
CC(C)CCN1C(=O)C(C)(C)COc2ccc(NC(=O)c3cn(C)nn3)cc21,-9
CC1CC(Nc2ncnc3c2cnn3C)CC(C)(C)C1 (configuration not stated),-9
COc1cccc2cc(C(=O)Nc3c4c(nn3C)CCC4)oc12,-12&1
Oc1[nH]c2ccc(Br)cc2c1N=Nc1nc(-c2ccccc2)c2cc(Cl)ccc2n1,-29
COCCCn1c(=O)c2ccccc2n(Cc2nc(-c3ccc4c(c3)OCO4)no2)c1=O,-1
S=c1[nH]nc(-c2ccco2)n1N=C/C(Cl)=C/c1ccccc1,0
COc1ccc(C=NNC(=O)c2ccc(Br)o2)cc1Cn1cc([N+](=O)[O-])cn1,-2
CC12CCC(C(=O)N3CCC(C(=O)O)CC3)(CC1=O)C2(C)C (configuration not stated),-10
Cc1cccc(N2C(=O)Nc3ccccc3S2(=O)=O)c1C,-5&-2
O=C(NN=Cc1ccc([N+](=O)[O-])s1)c1ccccc1,-2
CCOC(=O)c1c(Nc2ccc(Cl)cc2)sc(C=C2C=Nc3ccccc32)c1O,-11
O=C(COc1ccccc1F)NC[C@H](O)Cn1ccccc1=O,-2
Cn1cc(C=NNC(=O)COc2ccccc2[N+](=O)[O-])c2ccccc21,7
O=C(NCCn1cnc2ccsc2c1=O)c1cc(-c2ccco2)[nH]n1,-23
O=C(NCC1CCN(C2CCCC2)CC1)C(=O)NC1CCCC1,-5
COc1ccc(C2CC(c3cccs3)=NN2C(=O)CSc2nc3ccccc3[nH]2)cc1 (configuration not stated),8
O=C(NCc1ccc([C@@H](O)c2cccs2)s1)C(=O)Nc1ccccc1Cl,9
CCCc1c(C(=O)NN=Cc2ccco2)nnn1-c1nonc1N,-10
COc1ccccc1-c1nnc(SCC(=O)N2CCCc3ccccc32)o1,-1

Remaining list, next part:
Structure,PriA SSB inh
O=C(Cn1nnc2ccccc21)Nc1ccccc1-c1cn2ccccc2n1,-15
O=C(Cn1nc2c(N3CCOCC3)nccn2c1=O)NCc1ccc(C(F)(F)F)cc1,-8
COc1ccc(Cl)cc1C(=O)Nc1cc(C)nn1-c1nc(-c2ccc3c(c2)OCO3)cs1,-12
CS(=O)(=O)N1CCCC(C(=O)Nc2nnc(-c3cc(Cl)sc3Cl)o2)C1 (configuration not stated),-4

A draw from above in order of formula weight, rising.
Structure,PriA SSB inh
O=C(Cn1nnc2ccccc21)Nc1ccccc1-c1cn2ccccc2n1,-15
CS(=O)(=O)N1CCCC(C(=O)Nc2nnc(-c3cc(Cl)sc3Cl)o2)C1 (configuration not stated),-4
O=C(Cn1nc2c(N3CCOCC3)nccn2c1=O)NCc1ccc(C(F)(F)F)cc1,-8
